Assay outcomes from PubChem BioAssay.
M1AAP inhibition: malaria alanyl aminopeptidase activity blockers – biochemical, fluorogenic H-Leu-NHMec substrate, 1536-well (AID 1445); recombinant M1AAP, H-Leu-NHMec fluorogenic kinetic assay; higher % means a stronger effect; one-dose inhibition, % at 30 µM; IC50 in µM for titrated hits; 220,000 compounds, 0.42% hits;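 active = primary inhibition above the hit cutoff, then over 50% inhibition at one or more dose response concentrations, cut at about 23% in these data, passing the limit was not always enough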;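 note: plate controls were DMSO full reaction for no effect and no enzyme background for full effect; strong numbers were not always called active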
Insulin prom up: MIN6 insulin promoter up-regulation; z-score at 5 µM; MIN6 insulin promoter-GFP reporter, high-content imaging; active compounds read high; 190,000 compounds, 0.3% hits;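 active = z-score above 3 at 5 µM with at least 500 cells counted in the well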
Dynein cargo inh: blocks dynein driven cargo transport along microtubules. 3617.4 mouse cells, GR-EGFP nuclear translocation imaging; test concentration mostly 20 µM; stimulated with dexamethasone, 1 µM; active compounds read low. z-score, hits read low. 220,000 compounds, 0.47% hits;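 active = plate z-score of nuclear minus cytoplasmic receptor signal below a set negative limit, without overly bright fluorescence or cell loss, cut at about -3.5 in these data, passing the limit was not always enough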;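 note: z-score of nuclear minus cytoplasmic ring GR-EGFP intensity difference per well; some compounds called inactive have numbers as strong as hits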
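medium = tetracycline-free induction medium containing charcoal-stripped FBS | also added = 1.0 µM final dexamethasone stimulus | schedule = 48 h induction, 1 h compound, 30 min dex at 37 °C | technique = fixed, Hoechst-stained cells imaged at 10x for EGFP | measure = GR-EGFP nuclear translocation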
MT stabilize HCS: microtubule stabilizers in HeLa cells; HeLa tubulin immunostaining HCS, 24 h; share of cells brighter than vehicle mean+2SD; % tubulin-high responders, % at 10 µM; 200,000 compounds, 0.83% hits;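 active = plate Z-score above 3 for both tubulin-high and condensed-nucleus cell shares, with cell loss under 80%, at 10 µM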;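 note: anti alpha tubulin signal scored within the nucleus-defined area of each cell; some results filed as inactive read as strong as hits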
bCat nuc transl: beta-catenin nuclear translocation modulation. nuclear translocation activity, % at 5 µM. 190,000 compounds, 0.3% hits. AID 1665. HeLa beta-catenin nuclear translocation, immunofluorescence imaging;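 active = nuclear translocation activity above 50% at 5 µM, with a well cell count of 50 or more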;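 note: per-cell ratio of nuclear to cytoplasmic median beta-catenin stain intensity; plate controls were DMSO negative control for no effect and GSK-3 inhibitor IX positive control for full effect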
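Test system: human HeLa cells, endogenous beta-catenin. Times: 24 h compound exposure, 37°C. Measured by: beta-catenin immunofluorescence imaging with DAPI.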
P. falciparum M17LAP: P. falciparum M17LAP inhibitors, primary screen, biochemical, fluorogenic H-Leu-NHMec substrate, 1536-well (AID 1619); recombinant M17LAP, H-Leu-NHMec fluorogenic kinetic assay; higher % means a stronger effect; inhibition, % at 30 µM, or IC50 in µM where a hit was titrated; 220,000 compounds, 0.38% hits;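 active = compound inhibiting the enzyme by more than half at any dose during confirmatory dose-response retesting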;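 note: plate controls were full reaction with DMSO carrier for no effect and no enzyme background for full effect; strong numbers were not always called active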
ER stress rescue: protection against thapsigargin-triggered cell killing – 384-well, CSM14.1, ATP luminescence, primary screen (AID 1222); CSM14.1 thapsigargin-induced death rescue, ATP luminescence; higher % means a stronger effect; one-dose cellular ATP content (survival), % at 20 µM; EC50 in µM for titrated hits; 190,000 tested, under 10 active;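 active = EC50 below 50 µM in the dose-response confirmation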;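 note: death triggered by thapsigargin at about 15 µM added after 2 h compound pretreatment; cell ATP read after overnight thapsigargin exposure of roughly 18 to 22 hours; normalized against plate controls of thapsigargin alone and 5% DMSO vehicle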
Autophagy HCS: modulators of autophagy | 190,000 compounds, 0.98% hits | MEF GFP-LC3 puncta imaging; test concentration mostly 10 µM | AID 463193 | calls only at 10 µM (by protocol);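 active = percentage of spot-positive cells more than 3 SD above its plate mean, without a fluorescence outlier flag or 80% toxicity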;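 note: spot-positive cell cutoff set from DMSO-treated cells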
UTI89 phage lysis: inhibition of K1F phage lysis, E. coli UTI89, bacterial capsule biogenesis inhibitors, alamar blue (AID 488966); E. coli UTI89 K1F phage lysis, alamar blue, 2 h; higher % means a stronger effect; inhibition, % at 100 µM, or IC50 in µM where a hit was titrated; 340,000 compounds, 0.02% hits;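 active = phage lysis inhibition, versus mean bacterial control, above a set limit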;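 note: capsule biogenesis inhibitors block K1F phage lysis so surviving cells raise fluorescence; higher fluorescence means more inhibition of phage lysis; actives were called in the ten point dose series up to 300 µM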
Dynein cargo inh cytoplasmic EGFP: also measured in Dynein cargo inh; calls as there; z-score; measured here: cytoplasmic GR-EGFP intensity; active compounds read high
Dynein cargo inh nuclear GR-EGFP: recorded beside Dynein cargo inh, whose call it bears; z-score; measured here: nuclear GR-EGFP intensity;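 lower value marks the stronger effect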
Dynein cargo inh cell count: also measured in Dynein cargo inh; calls as there; z-score; measured here: cell count per field
Insulin prom up cell count: second read-out of Insulin prom up, no call of its own (marks repeat the call); cell count; measured here: cytotoxicity, nuclei count;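 total cells summed across four imaged fields per well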
bCat nuc transl cell count 5 µM: second read-out of bCat nuc transl, no call of its own (marks repeat the call); cell count; measured here: cell count, cytotoxicity flag
MT stabilize HCS Hoechst-high %: further read-out of MT stabilize HCS, marked with its call; % Hoechst-high responders; measured here: nuclear condensation Hoechst responders;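 share of cells brighter than vehicle mean plus two SD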
MT stabilize HCS cytotoxicity %: second read-out of MT stabilize HCS, no call of its own (marks repeat the call); toxicity, %; measured here: cytotoxicity by cell density;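 0% = mean cell density of plate MIN control wells and 100% = no cells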
Autophagy HCS cell loss 18 h: further read-out of Autophagy HCS, marked with its call; toxicity, %; measured here: cell loss, nuclei count;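 cell loss after 18 h compound exposure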
Starred values were filed as active, the others as inactive; i = inactive; nt = no result given; [ ] = another dose, or the depositor's remark.

Values in the order – Dynein cargo inh	Insulin prom up cell count	Insulin prom up	ER stress rescue	MT stabilize HCS Hoechst-high %	bCat nuc transl	MT stabilize HCS cytotoxicity %	bCat nuc transl cell count 5 µM	UTI89 phage lysis	Autophagy HCS	Dynein cargo inh cytoplasmic EGFP	Dynein cargo inh nuclear GR-EGFP	MT stabilize HCS	Dynein cargo inh cell count	M1AAP inhibition	Autophagy HCS cell loss 18 h	P. falciparum M17LAP
CC1CCCCN1C(=O)C12CCC(C)(C(=O)C1)C2(C)C (stereo unspecified)
→ 0.85	1340	1.9	-2.4%	2.0	-2.1	11	1464	4.6%	i	-0.16	0.59	2.3	-0.55	2%	-16	8%
CCOc1cccc(OCCn2cnc3ccccc3c2=O)c1
→ 1.4	1282	-0.11	-0.4%	1.6	0.1	4.4	950	0.3%	i	-0.091	0.4	2.6	-0.8	-3%	0	6%
N/C(CC(=O)Nc1ccc(F)cc1F)=N\OC(=O)c1cccs1
→ 0.23	1391	-0.05	nt	nt	0.9	nt	1266	-1.4%	nt	-0.26	-0.11	nt	0.16	3%	nt	-3%
O=C(NCCN1CCOCC1)c1ccc2c(c1)N(Cc1ccc(Cl)cc1)CCS2
→ 0.13	nt	nt	nt	nt	0.6	nt	1252	0.0%	nt	-0.24	1	nt	-0.33	16%	nt	-2%
COc1ccc(-c2cc(C(F)(F)F)n3nc(C(=O)NCCN4CCOCC4)cc3n2)cc1
→ -0.42	1519	-0.11	0.2%	2.2	-1.3	7.3	1019	1.5%	i	-0.26	0.22	2.5	0.56	nt	20	nt
Cc1cc(NC(=O)Nc2ccccc2[N+](=O)[O-])no1
→ 0.49	nt	nt	-1.1%	2.1	0.7	10	1495	-1.7%	i	-0.19	0.81	3.9	-0.69	1%	-8	8%
CCC1CCCCN1C(=S)NC1CCCCC1 (stereo unspecified)
→ 0.055	1204	-0.1	-2.3%	1.6	-2.8	3.8	539	8.1%	i	-0.25	0.072	2.0	0.44	4%	17	3%
CCCCS(=O)(=O)/C=C/[C@H]1[C@H](S(=O)(=O)CCCC)[C@H]2C=C[C@@H]1C2
→ 1.5	nt	nt	-2.8%	1.8	-2.8	3.7	578	-0.1%	i	0.83	1	4.9	-1.2	1%	6	11%
NCC/C=C1/c2ccccc2CSc2ccccc21
→ 6.5	nt	nt	-4.1%	1.7	0.5	2.7	1044	12%	i	0.38	4.6	5.4	-3	2%	-8	-2%
CCN(CC)S(=O)(=O)c1ccc(C(=O)OCCN2C(=O)c3cccc4c(N5CCOCC5)ccc(c34)C2=O)cc1
→ i	1388	0.78	0.4%	2.6	-1.4	6.1	875	2.7%[50 µM]	i	nt	nt	3.5	-4.3	4%	5	24%

Pulled by compound from the entries so far:
Values in the order – Dynein cargo inh	Insulin prom up cell count	Insulin prom up	ER stress rescue	MT stabilize HCS Hoechst-high %	bCat nuc transl	MT stabilize HCS cytotoxicity %	bCat nuc transl cell count 5 µM	UTI89 phage lysis	Autophagy HCS	Dynein cargo inh cytoplasmic EGFP	Dynein cargo inh nuclear GR-EGFP	MT stabilize HCS	Dynein cargo inh cell count	M1AAP inhibition	Autophagy HCS cell loss 18 h	P. falciparum M17LAP
Cc1cc(NC(=O)Nc2ccccc2[N+](=O)[O-])no1
→ 0.49	nt	nt	-1.1%	2.1	0.7	10	1495	-1.7%	i	-0.19	0.81	3.9	-0.69	1%	-8	8%
N/C(CC(=O)Nc1ccc(F)cc1F)=N\OC(=O)c1cccs1
→ 0.23	1391	-0.05	nt	nt	0.9	nt	1266	-1.4%	nt	-0.26	-0.11	nt	0.16	3%	nt	-3%

Ordered by the number under Dynein cargo inh nuclear GR-EGFP (falling): some entries from above
structure,Dynein cargo inh nuclear GR-EGFP
O=C(NCCN1CCOCC1)c1ccc2c(c1)N(Cc1ccc(Cl)cc1)CCS2,1
CC1CCCCN1C(=O)C12CCC(C)(C(=O)C1)C2(C)C (stereo unspecified),0.59
N/C(CC(=O)Nc1ccc(F)cc1F)=N\OC(=O)c1cccs1,-0.11

Following part:
Values in the order – Dynein cargo inh	Insulin prom up cell count	Insulin prom up	ER stress rescue	MT stabilize HCS Hoechst-high %	bCat nuc transl	MT stabilize HCS cytotoxicity %	bCat nuc transl cell count 5 µM	UTI89 phage lysis	Autophagy HCS	Dynein cargo inh cytoplasmic EGFP	Dynein cargo inh nuclear GR-EGFP	MT stabilize HCS	Dynein cargo inh cell count	M1AAP inhibition	Autophagy HCS cell loss 18 h	P. falciparum M17LAP
COc1ccc([N+](=O)[O-])cc1-n1cnnn1
→ -0.011	1424	0.45	-0.6%	1.6	-1.8	3.0	1018	0.3%	i	-0.23	0.52	0.9	-0.32	nt	-3	nt
COc1ccc(OC)c(CCNC(=O)C(=O)Nc2ccc3nc4n(c(=O)c3c2)CCCCC4)c1
→ 0.03	930	2.3	nt	nt	-1.4	nt	1325	0.2%	nt	-0.23	0.47	nt	0.6	7%	nt	5%
CCOC(=O)N/N=C(\c1ccccc1)C(O)c1ccccc1 (stereo unspecified)
→ -0.1	1480	0.72	11%	1.1	0.5	8.6	1065	0.3%	i	-0.28	0.25	1.1	0.88	3%	-5	-3%
O=C(NCCNCc1ccccn1)c1ccco1
→ -0.47	1347	0.4	-1.5%	1.3	0.7	10	1461	0.1%	i	-0.2	-0.23	4.8	0.75	2%	25	3%
O=C(CSc1nc2sc3c(c2c(=O)[nH]1)CCC3)NCCO
→ 0.054	1224	0.58	nt	nt	3.4	nt	1279	0.1%	nt	-0.25	0.07	nt	0.39	0%	nt	-6%
COC(=O)c1ccccc1OC(=O)c1cc[n+]([O-])cc1
→ -0.72	1378	0.41	0.9%	1.2	2.0	5.0	1403	0.3%	i	-0.28	-0.17	3.9	0.83	3%	14	-6%
O=C(c1ccc(F)cc1)N1CCC(c2ccccc2)C1 (stereo unspecified)
→ -0.54	1447	0.02	nt	nt	-1.7	nt	1155	0.7%	nt	-0.29	-0.28	nt	1.4	0%	nt	-2%
O=C(CSc1ncn[nH]1)NC1CCCc2ccccc21 (stereo unspecified)
→ -0.72	1644	0.18	-0.7%	2.2	2.1	13	947	-1.4%	i	-0.18	-0.39	4.2	0.74	9%	-7	29%
CCCCNC(=O)c1onc(CSc2ccncc2)c1C(=O)NCCCC
→ -0.37	954	-0.69	nt	nt	-1.5	nt	1218	0.6%	nt	-0.81	-0.099	nt	0.25	3%	nt	3%
CC(C)(C)NC(=O)c1cccc(NC(=O)c2cccc(O)c2)c1
→ -0.036	1509	0.25	1.6%	2.1	0.7	0.5	1397	0.6%[50 µM]	i	-0.18	-0.31	2.6	-0.71	11%	-25	4%
O=C(NCc1ccccc1)c1ccccc1OCC(=O)N1CCCCC1
→ 0.52	860	0.06	4.3%	1.4	-7.7	4.1	1171	1.7%	i	-0.31	0.72	1.4	-0.9	-2%	-7	-2%
COc1ccc(NC(=O)/C(=C/c2ccc3c(c2)OCO3)NC(C)=O)cc1
→ 3.1	1340	1.8	-1.7%	1.5	-3.4	0.6	629	0.3%	i	-0.17	1	2.8	-1.8	4%	8	29%
CCOCCCNC(=O)c1ccc(CS(=O)(=O)Cc2ccccc2F)o1
→ -0.18	869	-0.6	0.8%	1.5	-1.5	13	1204	-2.7%	i	-0.39	-0.047	1.5	0.86	-1%	2	0%
c1nnc2c3c4c(sc3ncn12)CCCC4
→ 1.6	1908	0.4	-1.0%	1.3	-0.6	4.1	1008	nt	i	-0.25	0.66	3.3	-0.91	7%	11	-11%
COc1ccc2c(c1)c1ncn(Cc3ccccn3)c(=O)c1n2C
→ -0.8	1165	-0.39	nt	nt	0.6	nt	1361	0.0%	nt	0.14	-0.26	nt	0.23	20%	nt	-44%
COc1ccc(/C(C)=N\NC(=O)CSc2nnc(C)s2)cc1
→ 0.019	1402	0.52	1.2%	2.9	0.1	7.8	1106	6.0%	i	-0.13	-0.083	2.4	-0.55	-2%	-11	11%
COc1ccccc1-n1c(C)cc(/C=C2/C(=N)N3C(=NC2=O)SN=C3S(C)(=O)=O)c1C
→ 0.21	1154	-1	3.5%	2.3	-1.2	5.1	1115	0.5%	i	-0.27	0.028	1.1	1.2	18%	-3	24%
CSCC[C@H](NC(=O)OC(C)(C)C)c1nnc(SCC=C(C)C)o1
→ -0.59	1072	0.38	2.8%	1.1	-3.4	2.8	1001	0.5%	i	-0.19	-0.38	1.6	0.66	-2%	-1	-1%
CN(C)c1ccc(/C=N/NC(=O)CCc2c[nH]c3ccccc23)cc1
→ 0.65	1248	-0.32	-0.5%	5.2	1.5	7.6	1119	0.2%	i	-0.13	0.42	6.2	-0.47	6%	14	6%
COc1cccc(/C=N/NC(=O)c2ccc3nc[nH]c3c2)c1O
→ 0.099	1121	0.07	nt	nt	-1.4	nt	1318	0.3%	nt	-0.17	-0.058	nt	0.0033	-4%	nt	2%
O=C(CC1C(=O)OCC2CCCCN21)Nc1ccccc1C(F)(F)F (stereo unspecified)
→ -0.36	1144	-0.08	-1.3%	1.3	-0.1	8.6	1052	-0.9%	i	0.46	-0.13	1.8	0.51	6%	-9	27%
CCCC(C)NC(=O)C1CCN(S(=O)(=O)c2ccccc2)CC1 (stereo unspecified)
→ -0.19	nt	nt	-1.9%	1.3	-10	3.7	1262	-0.1%	i	-0.16	0.0023	0.7	0.69	13%	-16	5%

Compounds as they come. About 2.9% of those tested had a hit in this group.
